TDP1 block: qHTS Assay for Inhibitors of Tyrosyl-DNA Phosphodiesterase (TDP1). Potency, µM (doses to about 130 µM), without a hit: top-dose activity change, negative = inhibition, usual class: inhibitors. recombinant TDP1, AlphaScreen DNA substrate cleavage. Tyrosyl-DNA phosphodiesterase 1 (Homo sapiens), Q9NUW8. 0.28% of 350,000 active; note: nearly all actives have a fitted effect of over 40% in size
Target sequence (Q9NUW8 whole entry, looked up): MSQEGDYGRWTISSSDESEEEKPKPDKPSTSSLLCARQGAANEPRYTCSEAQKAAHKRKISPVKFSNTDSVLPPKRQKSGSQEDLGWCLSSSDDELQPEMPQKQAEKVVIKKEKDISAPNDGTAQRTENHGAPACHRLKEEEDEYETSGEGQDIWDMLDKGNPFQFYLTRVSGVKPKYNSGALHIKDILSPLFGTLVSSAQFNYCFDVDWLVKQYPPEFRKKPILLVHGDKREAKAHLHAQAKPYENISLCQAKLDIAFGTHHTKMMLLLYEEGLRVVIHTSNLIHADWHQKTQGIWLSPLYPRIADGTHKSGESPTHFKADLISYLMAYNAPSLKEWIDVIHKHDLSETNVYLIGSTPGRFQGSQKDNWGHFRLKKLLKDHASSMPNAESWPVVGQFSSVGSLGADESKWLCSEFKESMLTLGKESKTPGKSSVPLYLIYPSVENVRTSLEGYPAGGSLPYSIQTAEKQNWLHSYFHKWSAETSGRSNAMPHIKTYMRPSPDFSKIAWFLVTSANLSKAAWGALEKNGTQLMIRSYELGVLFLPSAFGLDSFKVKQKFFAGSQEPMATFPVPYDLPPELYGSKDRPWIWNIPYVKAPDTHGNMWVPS
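Recombinant human Tdp1 (E. coli-expressed, 1 nM final) preincubated with compounds 15 min at room temperature, then 5'-biotin/3'-phosphotyrosine-FITC DNA substrate (15 nM final) added for 5 min. AlphaScreen beads (10 ug/ml final) added 10 min; cleavage lowers signal.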
TDP1 cell CPT: qHTS for Inhibitors of human tyrosyl-DNA phosphodiesterase 1 (TDP1): qHTS in cells in presence of CPT. chicken DT40 Tdp1-/-;hTDP1 cells + 20 nM CPT, ATP luminescence, 48 h. Potency, µM (highest dose often 46.2 µM), for inactives: at the highest dose activity change, negative = growth inhibition, most hits filed as inhibitors. 12% of 420,000 active. AID 686979, 2013; note: nearly all actives have a fitted effect of over 55% in size
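Cell growth measured by CellTiter-Glo luminescence after a minimum 48 h, 37 C compound exposure with 20 nM CPT in Tdp1-knockout DT40 cells stably expressing hTDP1, seeded 400/well; qHTS titration format.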
TDP1 cell noCPT: qHTS for Inhibitors of human tyrosyl-DNA phosphodiesterase 1 (TDP1): qHTS in cells in absence of CPT; DT40 Tdp1-/- hTDP1 cells, no CPT, ATP luminescence, 48 h; Potency, µM (doses to about 46.2 µM), for inactives: top-dose activity change, negative = growth inhibition, hits mostly inhibitors; 15% of 420,000 active; note: nearly all actives have a fitted effect of over 55% in size
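Readout: luminescence from CellTiter-Glo after 30 min in the dark at RT. Cells: DT40 Tdp1-/- with stable hTDP1, 400/well. Exposure: compounds alone, ≥48 hr, 37 °C.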
* hit, by the source's call; ? = inconclusive; · = not tested or not shown; & = joins results of further samples; [ ] = another dose, or the depositor's remark. Calls come from the whole dose curve; as a rule, active = well fitted curve in the direction sought with a large enough effect; inconclusive = small, poorly fitted or top-dose-only effect, or another doubt; inactive = no such curve, though single readings can be large; an effect the other way counts as inactive or inconclusive. % is set by controls: 0 for no effect and ±100 for the full control effect; potency is the fitted concentration of half-maximal effect. Outcome played no part in choosing rows; 18% or so of the library scored in one or more.

Value order – TDP1 block, TDP1 cell CPT, TDP1 cell noCPT
- CC(=O)Nc1nonc1-c1ccccc1
→ -1.0%, -15.0%, -2.9%
- CN(CC(=O)NC(=O)NCc1ccco1)Cc1nc2ccccc2c(=O)[nH]1
→ 50.1µM*, 4.61µM*, 1.64µM*
- Cc1oc2c(cc(NS(=O)(=O)c3ccc(F)cc3)c3ccccc32)c1C(=O)OCc1ccccc1
→ ·, ?, ?
- O=C(NCCc1csc(-c2ccccc2)n1)c1ccco1
→ ·, 18.4µM*, ?
- CCOc1ccc(-c2nnn(CC(=O)NCc3cccs3)n2)cc1
→ 3.1%, -15.0%, -27.0%
- CCn1c(-c2ccccc2)c(C(=O)CCl)c2ccccc21
→ 2.3%, 3.66µM*, 2.59µM*
- CC(=O)NCCNC(=O)c1ccc(-n2c(C)ccc2C)cc1
→ 0.0%, -15.7%, -29.3%
- Cc1cc(NC(=O)c2cccs2)no1
→ ·, ?, -6.8%
- CCOC(=O)CSC1=C(C#N)C(c2ccco2)C(C(=O)OCc2ccccc2)=C(C)N1 (stereo not drawn)
→ 6.5%, ?, ?
- O=C(N/N=C/c1cc(Br)c(O)c(Br)c1)c1cc2c(ccc3ccccc32)o1
→ -20.3%, 13µM*, ?
- Cc1ccc(N2C(=O)C3C(C2=O)N2CCCN2C3c2ccccc2)cc1C (stereo not drawn)
→ 5.1%, 1.3%, -6.7%
- Cc1cc(Br)cn2c(Cc3ccsc3)c(-c3ccc(Cl)cc3)nc12
→ ·, 14.6µM*, 18.4µM*
- CCOc1ccc(NC(=O)C(=O)NCCc2csc3nc(-c4ccccc4F)nn23)cc1
→ 1.8%, -7.0%, -8.4%
- CCCCCCNC(=O)CC(NS(=O)(=O)c1ccc(NC(C)=O)cc1)C(C)C (stereo not drawn)
→ 1.0%, -18.0%, -11.7%
- COc1cccc(-n2c(CN3CCN(c4cccc(C)c4)C(C)C3)nc3ccc([N+](=O)[O-])cc3c2=O)c1 (stereo not drawn)
→ 3.4%, -20.4%, ?
- COc1ccc(N2C(=O)N(Cc3ccc(C)cc3)c3ccccc3S2(=O)=O)cc1
→ 1.2%, ?, ?
- Cn1c(=O)c2c(nc(N3CCCC3)n2C)n(C)c1=O
→ ·, -22.2%, 11.0%
- Cc1nc2nc(SCC(=O)NCCCN3CCOCC3)nn2c(C)c1Cc1ccccc1
→ 0.5%, 4.3%, -1.3%
- Brc1ccc(/C=N/n2cnnc2)s1
→ 6.0%, 7.8%, -9.6%
- CCCCN(CCCC)CC1OCc2ccccc2CO1
→ 0.0%, -19.8%, -25.6%
- COc1cccc(NC(=O)CSc2nc(=O)n(Cc3ccco3)c3c2CCC3)c1
→ 10.4%, -10.4%, ?
- COc1ccc(C(C#N)=C2C=CC(=NO)C=C2)cc1
→ 10.5%, 5.17µM*, 10.3µM*
- COc1cc(CN2CCC(C(=O)NC(c3ccc(F)cc3)c3ncccc3C)CC2)cc(OC)c1 (stereo not drawn)
→ ·, 23.1µM*, ?
- CCN(CC(=O)Nc1cccc(S(=O)(=O)N2CCCC2)c1)CC(=O)Nc1ccccc1OC
→ -5.8%, -2.7%, ?
- Cc1ccc(/C=N/Nc2ccnc3cc(Cl)ccc23)c(C)c1
→ 7.9%, 6.51µM*, 11.6µM*
- O=C(Nc1nc(-c2ccccc2)c(C(=O)c2ccccc2)s1)c1ccc(S(=O)(=O)N2CCCCC2)cc1
→ 5.1%, -22.7%, ?
- COC(=O)c1ccc2c(=O)[nH]c(COC(=O)CCC(=O)c3ccc(Cl)cc3)nc2c1
→ 4.2%[0.505 µM], 14.1%, 2.7%
- CCN(CC(=O)Nc1cc(Cl)ccc1C)C(=O)CCS(=O)(=O)c1ccc(Cl)cc1
→ 2.9%, 18.4µM*, ?
- Cc1nnc(SCC(=O)N2CCN(c3ccccc3)CC2)n1C1CC1
→ 1.8%, -3.5%, 9.0%
- COc1ccc2cc(C3OCCO3)c(Cl)nc2c1
→ -3.0%, -1.2%, -9.9%
- COCCCn1c(SCC(=O)NC2CCCCC2)nnc1-c1ccco1
→ ·, -19.9%, -15.4%
- COc1ccc(Nc2nc(-c3cccs3)cs2)c(OC)c1
→ 5.0%, -15.7%, -1.1%
- CCCc1ccc(C(C)NC(=S)NCc2ccc(F)cc2)cc1 (stereo not drawn)
→ 2.0%, ?, ?
- CC(=O)Nc1ccc(S(=O)(=O)NCC2CCC(C(=O)NCCN(CC(C)C)CC(C)C)CC2)cc1 (stereo not drawn)
→ 3.8%, -29.0%, ?
- CC(C)(C)NC(=O)CN(CC1CCCO1)C(=O)CNS(=O)(=O)c1ccc(F)cc1 (stereo not drawn)
→ 3.8%, -1.6%, -1.4%
- Cc1ccc(N2CC(C(=O)N3CCC(C(=O)Nc4nnc(C(C)(C)C)s4)CC3)CC2=O)cc1 (stereo not drawn)
→ 3.0%, 0.6%, ?
- Cc1c(Cl)ccc2sc(N3CCN(C(=O)C4=COCCO4)CC3)nc12
→ 0.2%, ?, ?
- Cn1c(=O)c(-c2ccc(F)cc2)nc2cnc(Nc3ccccc3)nc21
→ ·, -0.7%, -3.8%
- CN(Cc1cccc2ncccc12)C(=O)c1cnn(-c2ncc3c(n2)-c2ccccc2CC3)c1C1CC1
→ ·, ?, 16.4µM*
- CCn1ncc(C2=NOC(C(=O)Nc3ccccc3C(=O)OC)C2)c1C (stereo not drawn)
→ -2.2%, ?, ?
- CCN(C(=O)CN1CCN(S(=O)(=O)c2cc(Cl)ccc2Cl)CC1)c1c(N)n(Cc2ccccc2)c(=O)[nH]c1=O
→ 5.6%, 13.2%, -0.4%
- Cc1ccnc(NS(=O)(=O)c2cc([N+](=O)[O-])ccc2C)c1
→ 5.3%, 20.5%, -17.3%
- O=c1c2ccccc2nc(SCc2cc(F)ccc2F)n1C1CCCC1
→ 2.0%, 0.3%, -14.1%
- Cc1ccsc1C(=O)OC(C)C(=O)NC1CCCCC1C (stereo not drawn)
→ 0.7%, -10.9%, -15.5%
- C[C@H]1CN([C@@H](C)CO)C(=O)CCCn2nncc2CO[C@@H]1CN(C)C(=O)c1ccc(N2CCN(C)CC2)cc1
→ ·, -11.8%, 3.4%
- O=C(O)C1(c2ccccc2)CCN(S(=O)(=O)c2cccc(Cl)c2)CC1
→ 5.2%, -1.0%, -4.7%
- CN(C)c1cccc(C(=O)N/C=C/n2cnc3cc(C(F)(F)F)ccc32)c1
→ 2.7%, -24.9%, -15.2%
- O=C(/C=C/c1ccccc1)NNC(=O)c1cccnc1
→ 2.0%, 1.2%, 0.1%
- COCCn1c(=O)c(-c2cccc(C#N)c2)nc2cnc(N(C)C)nc21
→ ·, 6.4%, -0.7%
- O=C(Cc1ccccc1)NNC(=S)NC(=O)c1cccs1
→ 5.0%, ?, ?

Two entries from above, with each value named:
O=C(/C=C/c1ccccc1)NNC(=O)c1cccnc1
  TDP1 block: 2.0%	TDP1 cell CPT: 1.2%	TDP1 cell noCPT: 0.1%

COCCn1c(=O)c(-c2cccc(C#N)c2)nc2cnc(N(C)C)nc21
  TDP1 block: ·	TDP1 cell CPT: 6.4%	TDP1 cell noCPT: -0.7%

Following part:
Value order – TDP1 block, TDP1 cell CPT, TDP1 cell noCPT
- Cc1ccc(NC(=O)CCN2CCN(CCO)CC2)cc1C
→ -1.3%[12.3 µM], -10.1%, -0.1%
- Cc1csc2nc(SCC(=O)N3CCN(c4ccccc4)CC3)[nH]c(=O)c12
→ 2.2%[56.1 µM], ?, ?
- Cc1ccc(OCC(=O)Nc2ccc(N3CCN(S(C)(=O)=O)CC3)cc2)cc1C
→ 0.0%, -1.4%, 6.3%
- NC(=O)C1CCN(C(=O)COc2cccc3cccnc23)CC1
→ -4.9%, -5.4%, 1.6%
- COc1cc(OC)c(NC(=O)CC(c2cccs2)N2Cc3ccccc3C2=O)cc1Cl (stereo not drawn)
→ 5.6%, 23.1µM*, 18.4µM*
- COc1ccc(C(=O)NCc2cccnc2)cc1
→ 4.8%, 2.3%, -5.3%
- CN1CCN(c2ncnc3c2ncn3[C@H]2CN(Cc3ccc(C(=O)O)cc3)C[C@@H](CO)O2)CC1
→ ·, 0.6%, 0.5%
- Cn1cc(Br)c(-c2cccc(NC(=O)CC(C)(C)CC(=O)O)c2)n1
→ 6.3%, -8.0%, -24.7%
- COc1ccccc1NC(=O)C1=C(C)Nc2nc(CCCO)nn2C1c1cccc(O)c1 (stereo not drawn)
→ ·, -1.6%, -15.8%
- COc1ccc(N2CCN(C(=O)c3ccccc3NS(=O)(=O)c3ccccc3)CC2)cc1
→ 6.5%, 6.3%, -13.4%
- Cc1ccc2nc(COc3ccc(NC(=O)COc4ccccc4F)cc3)cc(=O)n2c1
→ 0.0%, -21.2%, 2.2%
- CCCn1c(=O)c(C(=O)NCCc2ccccc2)c(O)c2ccccc21
→ ·, 13µM*, ?
- O=C(O)/C=C/C(=O)Nc1ccc(SC(F)(F)C(F)(F)C(F)(F)F)cc1
→ -2.6%, -17.3%, -14.1%
- Cc1cc(C)nc(NC(=O)c2ccc(Cl)cc2[N+](=O)[O-])c1
→ 2.4%, -7.2%, -21.9%
- CCOC(=O)C[C@H]1c2ccccc2S(=O)(=O)N1Cc1ccc(Cl)cc1
→ ·, 11.2µM*, 17.8µM*
- COCCCNC(=O)CCCOc1ccccc1
→ -4.0%, 1.3%, -0.2%
- COc1ccc(NS(=O)(=O)c2ccc(C)c(C(=O)N3CCN(Cc4cc(OC)ccc4OC)CC3)c2)cc1
→ ·, 20.6µM*, 23.1µM*
- COc1ncnc2c1N=C1CC(C)(C)CC(N)=C1S2
→ 9.1%, -18.4%, -20.0%
- CC(C)C[C@H]1CN(CCCC[C@H]2CNC(=O)C(=O)N2Cc2ccccc2)C(=O)C(=O)N1CC1CCCCC1
→ ·, -14.2%, -24.8%
- CC1CC(C)CN(C(=O)CCNS(=O)(=O)c2cccs2)C1 (stereo not drawn)
→ 0.0%, -24.5%, -8.7%
- FC(F)(F)c1ccccc1Cc1c(-c2cccc(Cl)c2)nc2ccc(Cl)cn12
→ ·, ?, ?
- CN(C(=O)COC(=O)c1ccc([N+](=O)[O-])cc1)c1ccccc1
→ 4.6%, 4.7%, -24.9%
- CCOC(=O)c1c(NC(=O)CSc2cn(CCNC(=O)c3ccc(OCC)cc3)c3ccccc23)sc2c1CCC2
→ 7.1%, -18.0%, -22.6%
- Cn1c(Nn2cnnc2)nc2ccccc21
→ 3.8%, 8.5%, -27.8%
- CC(C)C(=O)Nc1nc(-c2ccc3c(c2)CCN3C(=O)C2CC2)cs1
→ 4.5%[0.0935 µM], 11.6µM*, 13µM*
- CN(Cc1ccccc1)C(=O)c1cccc(NC(=O)Cc2ccc(NC(=O)C3CCN(C(=O)c4ccccc4)CC3)cc2)c1
→ ·, -22.1%, -27.5%
- COC(=O)c1ccc2c(=O)n(CCN3CCOCC3)c(SCC(=O)Nc3ccc(OC)cc3OC)nc2c1
→ 2.4%, -12.8%, -3.7%
- O=S(=O)(N/N=C\c1cccn1-c1ccccc1)c1ccc2ccccc2c1
→ 9.8%, -15.7%, -13.6%
- O=C(OCC(=O)N1CCCC1=O)c1ncc(Cl)c(Cl)c1Cl
→ -16.8%, -4.8%, -3.6%
- CC(C)C(NC(=O)/C=C/c1cccc([N+](=O)[O-])c1)C(C)C
→ 2.7%, -23.6%, ?

The closing two records of the part above open the next one:
Value order – TDP1 block, TDP1 cell CPT, TDP1 cell noCPT
- O=C(OCC(=O)N1CCCC1=O)c1ncc(Cl)c(Cl)c1Cl
→ -16.8%, -4.8%, -3.6%
- CC(C)C(NC(=O)/C=C/c1cccc([N+](=O)[O-])c1)C(C)C
→ 2.7%, -23.6%, ?
- CCCCNC(=O)C1CCC(CNS(=O)(=O)c2ccc(C)cc2)CC1 (stereo not drawn)
→ 2.3%&-8.5%, -1.7%&-9.8%, -14.6%&-10.6%
- O=S(=O)(Nc1ccc(-c2cn3c(n2)SCC3)cc1)c1cccs1
→ 0.0%, 5.0%, ?
- COc1ccc(C(=O)Nc2ccc(Cl)cc2C(=O)NCc2ccco2)cc1OC
→ -2.0%, ?, ?
- COc1cc(CNC2CCCc3ccccc32)cc(OC)c1OC (stereo not drawn)
→ -5.5%, ?, 20.6µM*
- O=S(=O)(c1ccc(OCc2nc3ccccc3s2)c(Cl)c1)N1CCOCC1
→ 7.2%, -13.4%, ?
- Cc1nc(-c2ccc(S(=O)(=O)NCc3ccccn3)s2)cs1
→ 3.9%, -16.6%, ?
- CCC1CCCCN1CCCNC(=O)c1ccc2c(c1)N(Cc1cccc(C)c1)C(=O)c1ccccc1S2(=O)=O (stereo not drawn)
→ 1.2%, 16.4µM*, ?
- CCOC(=O)c1cccc(NC(=O)c2cnn(-c3ccccc3)c2-n2cccc2)c1
→ -2.5%, 25.9µM*, 20.6µM*
- N/C(CCN1CCCCC1)=N/O
→ 4.1%, -6.7%, 1.4%
